High-throughput results (PubChem)
Dynein transport = dynein cargo transport inhibition; 3617.4 mouse cells, GR-EGFP nuclear translocation imaging; test concentration mostly 20 µM; stimulated with dexamethasone, 1 µM; active compounds read low; z-score, hits read low; 220,000 tested, 0.47% active;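 active = plate z-score of nuclear minus cytoplasmic receptor signal below a set negative limit, without overly bright fluorescence or cell loss, cut at about -3.5 in these data, passing the limit was not always enough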;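 note: z-score of nuclear minus cytoplasmic ring GR-EGFP intensity difference per well; some compounds called inactive have numbers as strong as hits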
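Buffer or medium: tet-free medium with charcoal-stripped serum / Also added: dexamethasone agonist, 1.0 µM final, for 30 min / Timing: induction 48 h, compound 1 h, agonist 30 min / Measured by: high-content fluorescence imaging after fixation / Read-out: nuclear-to-cytoplasmic GR-EGFP distribution per well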
T cell HTS = T cell immune modulators affecting CD8 T cell-vesicle binding. calls only at 7 µM. AID 2052. 2C CD8+ T cell-vesicle binding, flow cytometry; active compounds read low. 330,000 tested, 0.068% active;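 active = response, share of CD8 T cells binding vesicles, and their 90th percentile fluorescence all below set limits, cut at about 80% in these data, passing the limit was not always enough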
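Benchmarks: naked versus QL9-loaded vesicles / Assay system: purified 2C TCR transgenic mouse naive CD8+ T cells / Technique: high-throughput flow cytometry with anti-B7-1 and anti-CD8 staining / Timing: Cell–vesicle co-incubation 1.5 h at 37 °C, staining 20 min on ice / Read-out: percent CD8+ FL2 mean versus row control / Probe or stimulus: QL9-loaded Drosophila micro-vesicles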
Salmonella PhoP GFP = inhibitors of PhoP regulon expression, primary screen, Salmonella Typhimurium, GFP reporter (AID 1863) | S. Typhimurium PhoP-regulated promoter GFP reporter, 4 h; higher % means a stronger effect | inhibition, % at 50 µM; hits with a dose series show IC50 in µM | 300,000 tested, 0.16% active;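 active = inhibition over 29.93%, a cutoff 3 SD above the screen mean, later confirmed by dose response; inconclusive = inhibition over 29.93% but no dose response follow-up; inactive = inhibition at most 29.93% or unconfirmed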;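 note: 0% = low Mg2+ inducing control and 100% = high Mg2+ repressing control; strong numbers were not always called active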
MT stabilize HCS = microtubule stabilizers in HeLa cells; HeLa tubulin immunostaining HCS, 24 h; share of cells brighter than vehicle mean+2SD; % tubulin-high responders, % at 10 µM; 200,000 tested, 0.83% active;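 active = plate Z-score above 3 for both tubulin-high and condensed-nucleus cell shares, with cell loss under 80%, at 10 µM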;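 note: anti alpha tubulin signal scored within the nucleus-defined area of each cell; some results filed as inactive read as strong as hits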
CSM14.1 death rescue = protection against thapsigargin-triggered cell killing – 384-well, CSM14.1, ATP luminescence, primary screen (AID 1222). CSM14.1 thapsigargin-induced death rescue, ATP luminescence; higher % means a stronger effect. cellular ATP content (survival), % at 20 µM, or EC50 in µM where a hit was titrated. 190,000 tested, under 10 active;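 active = EC50 below 50 µM in the dose-response confirmation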;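 note: death triggered by thapsigargin at about 15 µM added after 2 h compound pretreatment; cell ATP read after overnight thapsigargin exposure of roughly 18 to 22 hours; normalized against plate controls of thapsigargin alone and 5% DMSO vehicle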
Autophagy HCS = alters autophagy in cells; AID 463193; 190,000 tested, 0.98% active; calls only at 10 µM (by protocol); MEF GFP-LC3 puncta imaging; test concentration mostly 10 µM;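 active = percentage of spot-positive cells more than 3 SD above its plate mean, without a fluorescence outlier flag or 80% toxicity; inconclusive = no clear call, values can overlap the other calls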;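 note: spot-positive cell cutoff set from DMSO-treated cells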
b-catenin transl = alters nuclear translocation of beta-catenin in HeLa cells; immunofluorescence imaging; nuclear translocation activity, % at 5 µM; 190,000 tested, 0.3% active; AID 1665;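 active = nuclear translocation activity above 50% at 5 µM, with a well cell count of 50 or more; inconclusive = wells under 50 cells across six images, flagged as toxic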;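 note: per-cell ratio of nuclear to cytoplasmic median beta-catenin stain intensity; plate controls were DMSO negative control for no effect and GSK-3 inhibitor IX positive control for full effect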
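assay system = human HeLa cells, endogenous beta-catenin | times = compound treatment 24 h, 37°C, 5% CO2 | detection = Anti-beta-catenin immunofluorescence on PFA-fixed, Triton-permeabilized cells, DAPI nuclei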
Lipid droplet = hepatic lipid droplet formation modulation; AML12 mouse hepatocytes, oleate lipid droplets, BODIPY imaging; inhibition, % at 6.5 µM; 240,000 tested, 0.4% active;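 active = lipid droplet intensity inhibited by at least 50%, with more than 500 cells counted; inconclusive = wells with under 300 cells, treated as cytotoxic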
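Material – mouse AML12 hepatocyte cell line, fixed after treatment · Compound dosing – one dose, 6.5 µM compound · Times – compound with oleate, overnight · Measured by – Image-based BODIPY and DAPI two-channel analysis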
Ins promoter up = MIN6 insulin promoter up-regulation | MIN6 insulin promoter-GFP reporter, high-content imaging; active compounds read high | z-score at 5 µM | 190,000 tested, 0.3% active | AID 1625;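 active = z-score above 3 at 5 µM with at least 500 cells counted in the well; inconclusive = wells under 500 cells, flagged as cytotoxic or low count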
Dynein transport cytoplasmic EGFP = also measured in Dynein transport; calls as there; z-score; measured here: cytoplasmic GR-EGFP intensity; active compounds read high
Dynein transport nuclear GR-EGFP = recorded beside Dynein transport, whose call it bears; z-score; measured here: nuclear GR-EGFP intensity;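 lower value marks the stronger effect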
Dynein transport cell count = recorded beside Dynein transport, whose call it bears; z-score; measured here: cell count per field
Ins promoter up cell count = also measured in Ins promoter up; calls as there; cell count; measured here: cytotoxicity, nuclei count;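 total cells summed across four imaged fields per well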
Lipid droplet cells 6.5 µM = further read-out of Lipid droplet, marked with its call; cell count; measured here: cell count, cytotoxicity flag;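 cells counted across two imaged fields per well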
b-catenin transl cell count 5 µM = recorded beside b-catenin transl, whose call it bears; cell count; measured here: cell count, cytotoxicity flag
T cell HTS vesicle-bound % = recorded beside T cell HTS, whose call it bears; double positive events, %; measured here: CD8+ vesicle-bound cell fraction;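 binding gate set so that unloaded-vesicle control wells show 10% double positive cells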
MT stabilize HCS Hoechst-high % = also measured in MT stabilize HCS; calls as there; % Hoechst-high responders; measured here: nuclear condensation Hoechst responders;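 share of cells brighter than vehicle mean plus two SD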
MT stabilize HCS cytotoxicity % = recorded beside MT stabilize HCS, whose call it bears; toxicity, %; measured here: cytotoxicity by cell density;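 0% = mean cell density of plate MIN control wells and 100% = no cells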
Autophagy HCS cell loss 18 h = further read-out of Autophagy HCS, marked with its call; toxicity, %; measured here: cell loss, nuclei count;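 cell loss after 18 h compound exposure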
* = called active by the depositor.

Screening COc1ccc(/C=C/C(=O)OCC(=O)Nc2ccc(C)cc2)cc1S(=O)(=O)N1CCOCC1 returned Dynein transport -0.085, T cell HTS inactive, Salmonella PhoP GFP -11.9%, MT stabilize HCS 1.7, CSM14.1 death rescue 0.7%, Autophagy HCS inactive, b-catenin transl -1.7, Lipid droplet 6.8, Ins promoter up 0.01, Dynein transport cytoplasmic EGFP -0.227, Dynein transport nuclear GR-EGFP 0.0297, Dynein transport cell count -0.181, Ins promoter up cell count 1411, Lipid droplet cells 6.5 µM 619, b-catenin transl cell count 5 µM 991, T cell HTS vesicle-bound % 1.6, MT stabilize HCS Hoechst-high % 1.2, MT stabilize HCS cytotoxicity % 8.2 and Autophagy HCS cell loss 18 h 2.6.
CC(=O)OCc1nc2sc3c(c2c(=O)[nH]1)CCCC3 was read as Dynein transport 0.475, T cell HTS inactive, Salmonella PhoP GFP 2.5%, MT stabilize HCS 3.9, CSM14.1 death rescue 1.9%, Autophagy HCS inactive, b-catenin transl -0.5, Lipid droplet 9.0, Ins promoter up 0.02, Dynein transport cytoplasmic EGFP -0.15, Dynein transport nuclear GR-EGFP 0.668, Dynein transport cell count -1.67, Ins promoter up cell count 1154, Lipid droplet cells 6.5 µM 716, b-catenin transl cell count 5 µM 1089, T cell HTS vesicle-bound % 32.4, MT stabilize HCS Hoechst-high % 2.1, MT stabilize HCS cytotoxicity % 0.1 and Autophagy HCS cell loss 18 h 24.3.
CC(C)C(O)(C#CCN1CCCCC1)C(C)C was read as Dynein transport -0.641, T cell HTS inactive, Salmonella PhoP GFP 0.7%, MT stabilize HCS 3.5, CSM14.1 death rescue -2.2%, Autophagy HCS inactive, b-catenin transl 4.1, Lipid droplet 18.7, Ins promoter up -0.99, Dynein transport cytoplasmic EGFP -0.222, Dynein transport nuclear GR-EGFP -0.467, Dynein transport cell count -0.264, Ins promoter up cell count 1471, Lipid droplet cells 6.5 µM 725, b-catenin transl cell count 5 µM 1026, T cell HTS vesicle-bound % 41.3, MT stabilize HCS Hoechst-high % 3.6, MT stabilize HCS cytotoxicity % 6.5 and Autophagy HCS cell loss 18 h 5.4.
Screening O=C(Sc1cccc2cccnc12)c1ccc(F)cc1 returned Dynein transport -1.1, Salmonella PhoP GFP 3.0%, MT stabilize HCS 5.0, CSM14.1 death rescue -4.7%, Autophagy HCS inactive, b-catenin transl -0.2, Lipid droplet -0.3, Ins promoter up inconclusive, Dynein transport cytoplasmic EGFP -0.0442, Dynein transport nuclear GR-EGFP -0.666, Dynein transport cell count -0.0825, Lipid droplet cells 6.5 µM 598, b-catenin transl cell count 5 µM 1092, MT stabilize HCS Hoechst-high % 3.4, MT stabilize HCS cytotoxicity % 0.4 and Autophagy HCS cell loss 18 h 21.0.
Cn1c(SCC(=O)Nc2nc(C(C)(C)C)cs2)nnc1C1CC1 was read as Dynein transport 0.00955, T cell HTS inactive, Salmonella PhoP GFP 1.7%, MT stabilize HCS 1.3, CSM14.1 death rescue -0.5%, Autophagy HCS inactive, b-catenin transl 1.8, Lipid droplet 2.3, Dynein transport cytoplasmic EGFP -0.261, Dynein transport nuclear GR-EGFP -0.0297, Dynein transport cell count 0.453, Lipid droplet cells 6.5 µM 705, b-catenin transl cell count 5 µM 933, T cell HTS vesicle-bound % 15.4, MT stabilize HCS Hoechst-high % 1.6, MT stabilize HCS cytotoxicity % 6.2 and Autophagy HCS cell loss 18 h -4.6.
Screening COc1ccc(Cl)cc1C(=O)NNC(=O)CCNC(C)=O returned Dynein transport -1.17, T cell HTS inactive, Salmonella PhoP GFP 1.4%, MT stabilize HCS 2.5, CSM14.1 death rescue 3.4%, Autophagy HCS inactive, b-catenin transl -0.2, Lipid droplet 0.3, Ins promoter up -0.38, Dynein transport cytoplasmic EGFP 0.427, Dynein transport nuclear GR-EGFP -0.83, Dynein transport cell count 0.337, Ins promoter up cell count 1210, Lipid droplet cells 6.5 µM 695, b-catenin transl cell count 5 µM 1044, T cell HTS vesicle-bound % 57.5, MT stabilize HCS Hoechst-high % 2.9, MT stabilize HCS cytotoxicity % 2.0 and Autophagy HCS cell loss 18 h 12.6.
O=C(Oc1cccc(NC2=NS(=O)(=O)c3ccccc32)c1)c1cccnc1 was read as Dynein transport -0.386, T cell HTS inactive, Salmonella PhoP GFP 2.6%, MT stabilize HCS 0.5, CSM14.1 death rescue -0.3%, Autophagy HCS inactive, b-catenin transl 0.5, Lipid droplet 16.2, Ins promoter up 0.15, Dynein transport cytoplasmic EGFP -0.277, Dynein transport nuclear GR-EGFP -0.138, Dynein transport cell count 0.985, Ins promoter up cell count 1523, Lipid droplet cells 6.5 µM 692, b-catenin transl cell count 5 µM 1532, T cell HTS vesicle-bound % 44.1, MT stabilize HCS Hoechst-high % 0.7, MT stabilize HCS cytotoxicity % 5.3 and Autophagy HCS cell loss 18 h 19.7.
For CCN(CC)C(=O)CSc1nc(N)c(C#N)c(-c2cccs2)c1C#N the results were Dynein transport -0.511, T cell HTS inactive, Salmonella PhoP GFP 0.6%, MT stabilize HCS 2.5, CSM14.1 death rescue -1.2%, Autophagy HCS inactive, b-catenin transl -0.6, Lipid droplet -4.2, Dynein transport cytoplasmic EGFP -0.228, Dynein transport nuclear GR-EGFP 0.0897, Dynein transport cell count 0.388, Lipid droplet cells 6.5 µM 699, b-catenin transl cell count 5 µM 1195, T cell HTS vesicle-bound % 41.3, MT stabilize HCS Hoechst-high % 1.7, MT stabilize HCS cytotoxicity % 6.6 and Autophagy HCS cell loss 18 h 4.3.
`CCc1ccc(NC2=NCC(=O)N2c2ccc3c(c2)OCCO3)cc1` gave Dynein transport -1.13, T cell HTS inactive, Salmonella PhoP GFP -15.2%, MT stabilize HCS 2.1, CSM14.1 death rescue -2.0%, Autophagy HCS inactive, b-catenin transl -0.3, Lipid droplet 19.4, Dynein transport cytoplasmic EGFP -0.275, Dynein transport nuclear GR-EGFP -0.664, Dynein transport cell count 1.25, Lipid droplet cells 6.5 µM 766, b-catenin transl cell count 5 µM 1143, T cell HTS vesicle-bound % 38.7, MT stabilize HCS Hoechst-high % 2.8, MT stabilize HCS cytotoxicity % 6.7 and Autophagy HCS cell loss 18 h 0.9.
`Nc1ccc(-n2nnnc2-c2ccco2)cc1` gave Dynein transport 1.4, T cell HTS inactive, Salmonella PhoP GFP 11.8%, MT stabilize HCS 5.1, CSM14.1 death rescue 0.4%, Autophagy HCS inactive, b-catenin transl -6.2, Ins promoter up -0.49, Dynein transport cytoplasmic EGFP 1.36, Dynein transport nuclear GR-EGFP 1.48, Dynein transport cell count -1.83, Ins promoter up cell count 1469, b-catenin transl cell count 5 µM 1000, T cell HTS vesicle-bound % 10.8, MT stabilize HCS Hoechst-high % 2.7, MT stabilize HCS cytotoxicity % 2.3 and Autophagy HCS cell loss 18 h 14.8.
For Cn1c(N)c(C(=O)COC(=O)c2cccnc2Cl)c(=O)n(C)c1=O the results were Dynein transport 0.494, T cell HTS inactive, Salmonella PhoP GFP 2.5%, MT stabilize HCS 2.0, CSM14.1 death rescue -0.4%, Autophagy HCS inactive, b-catenin transl -1.6, Lipid droplet -1.0, Ins promoter up -0.07, Dynein transport cytoplasmic EGFP -0.209, Dynein transport nuclear GR-EGFP 0.413, Dynein transport cell count -0.644, Ins promoter up cell count 1238, Lipid droplet cells 6.5 µM 670, b-catenin transl cell count 5 µM 1178, T cell HTS vesicle-bound % 21.0, MT stabilize HCS Hoechst-high % 1.6, MT stabilize HCS cytotoxicity % 6.6 and Autophagy HCS cell loss 18 h 3.6.
For NS(=O)(=O)c1ccc(NNC(=O)c2cccs2)cc1 the results were Dynein transport 0.14, T cell HTS inactive, Salmonella PhoP GFP -2.6%, b-catenin transl 1.1, Lipid droplet -21.3, Ins promoter up 0.81, Dynein transport cytoplasmic EGFP -0.231, Dynein transport nuclear GR-EGFP 0.382, Dynein transport cell count 0.0392, Ins promoter up cell count 1007, Lipid droplet cells 6.5 µM 662, b-catenin transl cell count 5 µM 1342 and T cell HTS vesicle-bound % 58.5.
For CN(C(=S)Nc1ccccc1)c1ccccc1 the results were Dynein transport -0.926, T cell HTS inactive, Salmonella PhoP GFP -4.4%, MT stabilize HCS 1.1, CSM14.1 death rescue -0.4%, Autophagy HCS inactive, Lipid droplet 0.5, Ins promoter up -0.38, Dynein transport cytoplasmic EGFP -0.291, Dynein transport nuclear GR-EGFP -0.837, Dynein transport cell count 1.31, Ins promoter up cell count 1096, Lipid droplet cells 6.5 µM 716, T cell HTS vesicle-bound % 25.6, MT stabilize HCS Hoechst-high % 3.3, MT stabilize HCS cytotoxicity % 4.9 and Autophagy HCS cell loss 18 h -12.7.
`CC(=O)CSc1cc(-c2ccccc2)nc2ncnn12` gave Dynein transport -0.816, T cell HTS inactive, Salmonella PhoP GFP -1.1%, b-catenin transl -1.3, Lipid droplet 5.4, Ins promoter up -0.21, Dynein transport cytoplasmic EGFP -0.098, Dynein transport nuclear GR-EGFP -0.0964, Dynein transport cell count -0.436, Ins promoter up cell count 1057, Lipid droplet cells 6.5 µM 723, b-catenin transl cell count 5 µM 1342 and T cell HTS vesicle-bound % 16.5.
